Bioassay records: PubChem BioAssay, Broad Institute
miR-122 sensor: miR-122 Renilla sensor signal increase in Huh7, primary screen, miR-122 inhibitor project, cell-based, single point, plate reader. activation (reporter increase), % at 12.5 µM. Huh7 miR-122 Renilla luciferase sensor, 48 h; neutral wells = 0, positive control = 100. 340,000 tested, 0.3% active;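 active = mean replicate activation score at least 90 and every replicate individually at or above 90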;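 note: higher luciferase means less miR-122 activity so hits act as miR-122 inhibitors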
RAD54 inh: inhibitors of human RAD54 branch migration, primary screen, biochemical, fluorescence, single point. RAD54 Holliday junction branch migration, FAM/BHQ fluorescence. inhibition, % at 10.4 µM. 360,000 tested, 0.14% active. AID 602329, 2012;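 active = mean normalized replicate activity at least 40 and at least half of replicates scoring 40 or more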;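 note: 0% = median of neutral control wells and 100% = median of positive control wells; inhibitors cause a drop in the FAM fluorescence signal; in these data hits start at about 50%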
ERAP1 inh: human ERAP1 aminopeptidase inhibitors, primary screen, biochemical, single point, plate reader; Endoplasmic reticulum aminopeptidase 1 (Homo sapiens), Q9NZ08; recombinant ERAP1, Leu-AMC fluorescence, 60 min; inhibition, % at 10.7 µM; 340,000 tested, 0.15% active; AID 652197, 2013;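 active = mean replicate inhibition of at least 30%, or all replicates individually reaching that 30% level; inactive = mean below 30% and not every replicate reaching it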;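 note: 0% = neutral control wells and 100% = L-leucinethiol positive control wells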
Target sequence (Q9NZ08 whole entry, looked up): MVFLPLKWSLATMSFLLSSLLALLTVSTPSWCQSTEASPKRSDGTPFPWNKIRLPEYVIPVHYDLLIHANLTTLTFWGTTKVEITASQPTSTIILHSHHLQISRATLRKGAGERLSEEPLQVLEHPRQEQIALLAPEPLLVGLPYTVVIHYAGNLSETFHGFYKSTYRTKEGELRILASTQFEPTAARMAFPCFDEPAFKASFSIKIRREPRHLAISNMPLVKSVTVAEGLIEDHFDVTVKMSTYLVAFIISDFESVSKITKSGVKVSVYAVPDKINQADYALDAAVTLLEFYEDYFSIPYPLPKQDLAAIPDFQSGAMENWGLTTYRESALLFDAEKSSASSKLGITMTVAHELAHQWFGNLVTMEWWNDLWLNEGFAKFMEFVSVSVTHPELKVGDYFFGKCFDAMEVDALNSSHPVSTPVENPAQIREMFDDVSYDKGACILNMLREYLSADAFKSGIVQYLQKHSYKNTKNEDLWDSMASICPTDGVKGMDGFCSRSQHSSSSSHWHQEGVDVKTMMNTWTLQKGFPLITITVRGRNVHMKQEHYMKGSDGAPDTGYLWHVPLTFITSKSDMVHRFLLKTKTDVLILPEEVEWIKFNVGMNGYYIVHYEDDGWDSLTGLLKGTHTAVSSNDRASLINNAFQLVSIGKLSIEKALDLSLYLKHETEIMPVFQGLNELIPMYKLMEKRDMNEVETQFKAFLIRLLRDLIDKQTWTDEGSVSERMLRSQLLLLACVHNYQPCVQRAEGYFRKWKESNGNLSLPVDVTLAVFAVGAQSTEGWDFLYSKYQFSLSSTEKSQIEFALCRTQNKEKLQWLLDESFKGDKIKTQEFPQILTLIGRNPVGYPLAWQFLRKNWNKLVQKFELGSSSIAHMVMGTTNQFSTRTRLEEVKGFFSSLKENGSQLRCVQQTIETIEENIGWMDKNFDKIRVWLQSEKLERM
RAD52 inh: RAD52 DNA annealing inhibitors, primary screen, biochemical, FRET, single point, set 2 | AID 651710, 2012 | inhibition, % at 18.7 µM | recombinant RAD52 DNA annealing, FRET fluorescence | 360,000 tested, 0.46% active;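 active = every replicate showing at least 50% inhibition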
PGC1a acetyl inh: inhibitors of PGC1a acetylation signal, primary screen, cell-based, U2OS, AlphaScreen, inhibitor mode; 350,000 tested, 0.17% active; inhibition, % at 15.6 µM; AID 651687, 2012; AlphaScreen anti-acetyl-lysine; with virally co-expressed GCN5 acetyltransferase;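 active = every replicate shows inhibition of at least 40%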;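 note: 0% = neutral control wells and 100% = positive control wells; some results beyond the cut were filed as inactive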
PglD DTNB: C. jejuni PglD acetyltransferase inhibitors, primary screen, biochemical, DTNB colorimetric, single point | purified PglD enzyme, DTNB colorimetric CoA detection | inhibition, % at 12.5 µM | 360,000 tested, 0.098% active | AID 602405, 2012; in the data active = inhibition above about 16%, passing the limit was not always enough; note: strong numbers were not always called active
Cneo AK release: Cryptococcus neoformans cell lysis inducers, primary screen, AK release luminescence, single concentration | C. neoformans lysis, adenylate kinase release luminescence, 4 h; normalised: neutral wells 0, clomiphene wells 100 | lysis activity, % at 15 µM | 360,000 tested, 0.2% active | AID 651654, 2012;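 active = mean lysis activity across replicates of at least 80%, whatever share of replicates individually reach that level; inactive = mean lysis activity below 80%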
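Test system: log-phase Cryptococcus neoformans yeast cells. Input: 5 × 10^6 yeast cells/mL. Medium: fresh YPD growth medium. Doses: single dose. Incubation: static 4 h at 37 °C with compound, 1 h detection. Measured by: luminescent adenylate kinase detection reagent. Read-out: signal increase indicating cell lysis. Benchmarks: Clomiphene.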
E-selectin induc: E-selectin induction in HUVECs, primary screen, imaging, HUVEC, immunofluorescence imaging, single point | 260,000 tested, 0.37% active | P16581 | normalized: neutral wells 0, TNF-alpha wells 100 | activation, % at 7.58 µM;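 active = mean E-selectin-positive cell signal at least 10% of the positive control, reached in at least 60% of replicates, without over 20% cell loss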;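 note: in these data hits start at about 27%; measured in HUVEC primary endothelial cells; signal is the percent of cells scored E-selectin positive by PE staining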
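Test system: HUVEC; input: 3,000 HUVEC/well; measured by: immunofluorescence imaging; read-out: % PE-positive cells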
Numbers without * were called inactive; · = not tested or not shown; [ ] = another dose, or the depositor's remark. Hits appear at their usual frequency; 1.4% or so of the library scored in one or more.

canonical_smiles	miR-122 sensor	RAD54 inh	ERAP1 inh	RAD52 inh	PGC1a acetyl inh	PglD DTNB	Cneo AK release	E-selectin induc
COc1ccc(NC(=O)N(C)C[C@H]2OCc3ccccc3-c3ccccc3C(=O)N([C@@H](C)CO)C[C@@H]2C)c(OC)c1	·	-2.4	·	-17.9	-3.5	-2.6	-2.7	0.1
CN(C)/C=N/n1cnc2ccccc2c1=O	-4.0	-6.6	2.8	-0.6	3.1	-0.5	-2.2	-0.2
COCCn1c(SCC(=O)NC2CC2)nc2ccccc21	·	9.4	1.7	-6.5	5.8	3.9	-1.2	-0.6
Cc1cc(C)n(CCCNC(=O)CN(C)S(=O)(=O)c2ccc(Cl)cc2)n1	0.8	3.0	-4.6	-5.6	1.1	8.1	-0.6	-2.2
COc1ccc(-c2nn(-c3ccccc3)cc2CNC[C@H]2O[C@@H](n3cnc(C(N)=O)n3)[C@H](O)[C@@H]2O)cc1	-0.5	-1.3	·	-29.8	1.3	0.9	1.4	-1.7
CC(=O)c1ccc(NC(=O)CN2C(=O)NC(C)(c3ccc4c(c3)OCCO4)C2=O)cc1 (stereo not given)	-6.8	-7.1	0.6	-9.3	-9.4	-0.4	1.2	-1.7
N=C(N)c1ccc(O)cc1	0.2	4.3	-5.2	-12.3	-4.7	6.8	-8.5	·
Cc1cccc(NCC(=O)N/N=C\c2cccc(Oc3ccccc3)c2)c1	-8.5	-4.2	0.3	-3.3	5.6	-0.2	-1.3	·
CC(Oc1ccc(Cl)cc1Cl)c1ccnc(N)n1 (stereo not given)	-4.5	6.5	1.6	-6.9	-1.2	1.8	1.2	-1.3
Cc1ccc(CN2CCNC(=O)C2CC(=O)O)o1 (stereo not given)	-7.3	3.3	3.4	-21.3	8.2	-2.7	4.1	0.0
Cc1nccn1CC(=O)N/N=C/c1cccs1	-6.5	·	3.2	-2.3	8.7	·	·	4.3
O=C(O)Cc1ccc(NCc2ccccc2Cl)cc1	·	·	-0.6	-14.8	5.0	·	·	7.6

Exported field by field: entries from further up
> COCCn1c(SCC(=O)NC2CC2)nc2ccccc21
  miR-122 sensor = ·	RAD54 inh = 9.4	ERAP1 inh = 1.7	RAD52 inh = -6.5	PGC1a acetyl inh = 5.8	PglD DTNB = 3.9	Cneo AK release = -1.2	E-selectin induc = -0.6
> CC(=O)c1ccc(NC(=O)CN2C(=O)NC(C)(c3ccc4c(c3)OCCO4)C2=O)cc1 (stereo not given)
  miR-122 sensor = -6.8	RAD54 inh = -7.1	ERAP1 inh = 0.6	RAD52 inh = -9.3	PGC1a acetyl inh = -9.4	PglD DTNB = -0.4	Cneo AK release = 1.2	E-selectin induc = -1.7

Sorted by the number under PglD DTNB (highest first): three of the compounds above
SMILES	PglD DTNB
Cc1cc(C)n(CCCNC(=O)CN(C)S(=O)(=O)c2ccc(Cl)cc2)n1	8.1
COCCn1c(SCC(=O)NC2CC2)nc2ccccc21	3.9
CC(Oc1ccc(Cl)cc1Cl)c1ccnc(N)n1 (stereo not given)	1.8

Next section.
canonical_smiles	miR-122 sensor	RAD54 inh	ERAP1 inh	RAD52 inh	PGC1a acetyl inh	PglD DTNB	Cneo AK release	E-selectin induc
O=C(CSc1n[nH]c(-c2ccccn2)n1)Nc1cccc(Cl)c1	2.7	0.0	1.3	-3.3	1.0	1.5	-0.7	-0.3
Cc1ccc(-c2cn3nc(-c4ccccc4)c(-c4ccccc4)nc3n2)cc1	-10.7	-1.1	-0.2	-448.5	-6.8	-4.9	-2.1	·
C[C@H]1CN([C@@H](C)CO)S(=O)(=O)c2ccc(C#Cc3ccccc3F)cc2O[C@H]1CN(C)C(=O)Cc1ccncc1	16.8[16.7 µM]	-2.1	-0.7	-4.1	6.3	1.7	-2.1	0.6
COc1cccc(/C=C2\SC(=S)N(CCCC(=O)N3CCCC3)C2=O)c1	·	8.7	-4.8	-25.6	·	-1.4	1.7	-1.4
CCOC(=O)Cc1csc(NC(=O)CSc2nnc(-c3ccncc3)n2Cc2ccco2)n1	-5.2	-1.0	·	·	-1.8	1.7	-0.8	·
Cc1ccc(OCC(=O)Nc2ccc(NC(=O)c3cccs3)cc2)c(C)c1	·	6.6	-1.6	-6.4	·	5.8	1.5	·
CO[C@H]1CN(C)C(=O)c2cc(NC(C)=O)ccc2OC[C@@H](C)N(C(=O)c2ccccc2F)C[C@H]1C	-6.4[16.7 µM]	3.0	0.1	-14.2	-5.6	-1.3	-6.3	-0.1
C[C@@H]1CCCCO[C@H](CN(C)Cc2ccc(C(F)(F)F)cc2)[C@@H](C)CN([C@@H](C)CO)C(=O)c2cc(NC(=O)CCCN(C)C)ccc2O1	8.4[16.7 µM]	-4.6	-1.0	32.6	5.6	-0.6	1.4	0.4
CC1(C)CC(=O)C(CS(=O)(=O)c2ccccc2)=C(O)C1	-3.6	-7.0	3.5	-3.5	0.3	-2.0	4.0	·
CC1=C(C(=O)N(C(C)C)C(C)C)CC(CC(=O)NC2CCCCC2)C(=O)N1CCCN1CCCC1=O (stereo not given)	-4.7	1.3	-4.6	-9.7	-1.0	0.7	-17.1	-0.2
CC(=O)NC1(C(F)(F)F)C(=O)Nc2c1c(=O)[nH]c(=O)n2CC(C)C (stereo not given)	-2.5	3.8	5.5	3.5	9.0	-1.2	-0.3	0.0
COc1ccc(C2CC(c3ccccc3)=NN2S(=O)(=O)c2ccccc2)cc1 (stereo not given)	18.6	0.0	-0.3	-122.6	-20.6	-4.2	1.1	0.1

Next section
canonical_smiles	miR-122 sensor	RAD54 inh	ERAP1 inh	RAD52 inh	PGC1a acetyl inh	PglD DTNB	Cneo AK release	E-selectin induc
C[C@@H]1CCCCO[C@@H](CN(C)Cc2ccc(C(=O)Nc3ccccc3N)cc2)[C@@H](C)CN([C@H](C)CO)C(=O)c2cc(NS(=O)(=O)c3cn(C)cn3)ccc2O1	·	·	-0.6	22.2	-3.7	·	·	0.1
Cc1nc2ccccc2c(=O)n1/N=C/c1ccccn1	0.9	-6.0	·	·	10.7	-1.4	-0.7	·
COCC(=O)Nc1ccc2c(c1)OC[C@H](C)N(Cc1cccc(F)c1)C[C@H](C)[C@@H](OC)CN(C)C2=O	·	·	3.6	0.4	1.3	·	·	-0.3
COc1ccc(CN2C(=O)C(CC(=O)NC(c3ccccc3)c3ccccc3)CC(C(=O)N(C)C)=C2C)cc1 (stereo not given)	-4.5	-1.8	-0.8	-0.1	-7.4	1.2	-1.1	0.0
CO[C@H]1CN(C)C(=O)c2ccc(NC(=O)NC(C)C)cc2OC[C@@H](C)N(CCC(F)(F)F)C[C@H]1C	2.8[16.7 µM]	6.6	-2.9	3.1	2.8	1.4	-1.5	-0.1
COc1ccc(-n2c(O)c(/C=N/NS(=O)(=O)c3cccc([N+](=O)[O-])c3)c3ccccc3c2=O)cc1OC	-12.6	·	9.6	-243.9	-6.5	·	·	·
COc1ccc(C(=O)CSc2nc(N)nc(SC)c2C#N)cc1	1.6	6.0	·	·	-3.9	-0.6	-3.1	·
CCOC(=O)c1nnn(-c2nonc2N)c1CSc1ccc(C)cc1	-4.0	-2.3	·	·	3.4	-4.2	-0.8	·
c1cncc(CNc2c3c(nc4nnnn24)CCCC3)c1	-0.5	-7.4	·	·	16.9	-1.0	-1.3	·
Cc1ccc(-n2c(SCC(=O)N3CCOCC3)nc(O)c(Cc3ccccc3)c2=O)cc1	0.2	7.1	-4.8	-8.6	-4.0	0.4	4.8	-1.3
Cc1ccc(S(=O)(=O)N(C)C[C@H]2Oc3cc(-c4cccc(F)c4)ccc3S(=O)(=O)N([C@H](C)CO)C[C@@H]2C)cc1	1.9[16.7 µM]	-3.2	-2.3	-1.8	-20.3	3.6	-3.5	2.1
C[C@H](CO)N1C[C@H](C)[C@H](CN(C)C(=O)Nc2cccc3ccccc23)Oc2ccc(NC(=O)CCN3CCOCC3)cc2C1=O	6.4[16.7 µM]	1.2	-0.3	-33.3	-2.6	-2.7	-7.9	-2.6

More compounds:
canonical_smiles	miR-122 sensor	RAD54 inh	ERAP1 inh	RAD52 inh	PGC1a acetyl inh	PglD DTNB	Cneo AK release	E-selectin induc
Cn1c(=O)c2c(nc(Br)n2Cc2ccccc2Cl)n(C)c1=O	1.9	1.2	·	·	-2.3	-1.8	-6.4	·
Cc1ccc(NC(=O)CSCC(=O)NC2=NCCS2)cc1	-3.1	7.6	1.0	-7.7	-2.6	-1.2	-0.7	·
Cc1ccc(S(=O)(=O)Nc2ccc3c(c2)CC(=O)N([C@H](C)CO)C[C@H](C)[C@H](CN(C)C(=O)Nc2c(C)noc2C)O3)cc1	·	·	-8.3	5.4	2.7	·	·	-0.2
CN(C)c1ccc(-c2ccnc3c2CC(C)(C(=O)NCCC(F)(F)F)O3)cc1 (stereo not given)	3.8	-4.7	0.6	3.4	·	-4.1	-2.1	0.0
O=C(Nc1nc2c(s1)CCc1ccccc1-2)c1cccs1	3.0	6.5	·	·	-26.2	-6.7	-1.3	·
O=C(/C=C/c1ccc(F)cc1)c1cc(Br)ccc1O	14.6	-2.8	·	-16.6	4.0	-0.3	-2.4	-0.2
O=C(c1ccco1)N1C(=O)c2cccc3c(S(=O)(=O)N4CCCC4)ccc1c23	-2.9	7.2	·	·	4.2	-0.6	-2.4	·
CN(C)CCCOC(=O)c1ccc(Cl)cc1Cl	-5.0	-4.2	·	·	·	-0.6	1.4	·
COc1ccc(N2C(C)=CS/C2=C(/C#N)c2nnc(N3CCOCC3)n2-c2ccccc2)cc1	-5.8	-9.9	·	·	-18.9	0.9	1.1	·
COc1ccc(S(=O)(=O)N2C[C@H](O)COC[C@@H]3O[C@@H](CC(=O)NCCN4CCCCC4)CC[C@H]32)cc1	5.1[16.7 µM]	-12.9	·	·	-9.4	12.2	-1.7	0.0
Cc1sc2ncnc(NCCCN3CCCC3=O)c2c1C	0.2	-3.1	0.7	-7.9	·	-1.0	-0.2	1.5
O=C(NCCc1c[nH]c2ccccc12)c1c(Cl)nc2sccn12	-2.3	4.7	·	·	10.1	0.4	0.5	·

New compounds follow:
canonical_smiles	miR-122 sensor	RAD54 inh	ERAP1 inh	RAD52 inh	PGC1a acetyl inh	PglD DTNB	Cneo AK release	E-selectin induc
C[C@@H]1CN([C@H](C)CO)C(=O)c2cccc(NC(=O)c3cnccn3)c2O[C@H]1CN(C)C(=O)NC1CCCCC1	-9.3[16.7 µM]	0.7	3.4	15.7	19.5	7.4	65.7	1.7
O=C(COc1cccc(C(F)(F)F)c1)NCC(c1cccs1)N1CCOCC1 (stereo not given)	-9.1	-6.9	-3.7	-7.4	2.3	1.5	0.8	-0.5
O=C(C[C@@H]1C=C[C@H](NS(=O)(=O)c2ccccc2)[C@H](CO)O1)N1CCc2ccccc2C1	·	-5.0	0.2	-2.4	4.2	-1.1	-1.6	0.6
O=C1CC2(CCCC2)Oc2ccc(Cl)cc21	0.1	-6.6	-4.1	1.9	-0.4	-0.2	-0.6	-0.1
COc1ccc(S(=O)(=O)NC2CCCCC2)c(C)c1C	111.4*	-5.8	·	·	-1.9	10.7	-1.9	·
C[C@H]1CN([C@@H](C)CO)C(=O)c2cccc(NC(=O)CCCCCC(=O)Nc3ccccc3N)c2O[C@@H]1CN(C)S(=O)(=O)c1cn(C)cn1	·	·	1.3	-5.7	6.5	·	·	-4.9
C[C@@H]1CN([C@@H](C)CO)C(=O)Cc2cc(N(C)C)ccc2O[C@@H]1CN(C)C(=O)NC1CCCCC1	-0.4[16.7 µM]	1.0	-4.6	-8.3	6.0	0.1	3.9	-0.2
